COUP-TFII inh = NR2F2 transcriptional activity inhibitors, primary screen, cell-based, luciferase reporter, HEK293T, luminescence. COUP transcription factor 2 (Homo sapiens), P24468. HEK293T NGFI-A luciferase reporter. inhibition, % at 8.6 µM. hit rate 0.7% among 370,000;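 active means inhibition above a per-plate cutoff, mean inhibition of test wells between control levels plus 3 SD, cut at about 38% in these data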;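 further: cells cotransfected with COUP-TFII expression vector driving the NGFI-A reporter; 0% = median of COUP-TF2 test wells and 100% = reporter-only cells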
TROY signal inh = inhibitors of TROY-driven NF-kB signaling, primary screen, Q293 LMP1-TROYcd cells, NF-kB luciferase, uHTS | Q293 LMP1-TROYcd NF-kB luciferase reporter, 4 h | inhibition, % at 10 µM | hit rate 0.98% among 360,000 | AID 1347056, 2019;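 active means compounds whose plate-normalised and pattern-corrected inhibition of the luciferase reporter signal at the single screening dose is 50% or more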
TRAIL sens C8 = viability loss with TRAIL in NB7+C8 cells, primary screen, TRAIL sensitizer project, cell-based, ATPlite luminescence. inhibition (viability loss, TRAIL sensitization), % at 10 µM. hit rate 1% among 360,000;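 active means compounds causing at least 50% loss of cell viability in the single-dose screen, relative to plate controls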
LRH-1 inv ag = LRH-1 (NR5A2) inverse agonists, primary screen, cell-based, luminescence, HEK293T, StAR-luciferase reporter; Nuclear receptor subfamily 5 group A member 2 (Homo sapiens), O00482; LRH-1 transfected, 24 h; inhibition, % at 3.6 µM; hit rate 0.13% among 360,000; AID 602396, 2012;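 active means inhibition above the mean inhibition of all tested compounds plus 3 SD, cut at about 73% in these data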;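 further: 0% = DMSO wells and 100% = reporter-only cells lacking LRH-1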
CF NFkB block = inhibitors of PAF-induced NF-kB signaling, primary screen, cell-based, GFP fluorescence, uHTS | KKLEB NF-kB-GFP reporter, GFP fluorescence overnight | inhibition, % at 5 µM | hit rate 0.86% among 360,000;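 active means at least 50% inhibition at 5 µM, scaled per plate between neutral and stimulator controls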;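 further: PAF is a Pseudomonas aeruginosa culture filtrate used as stimulus; plate controls were PAF-stimulated DMSO wells for no effect and unstimulated DMSO wells for full effect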
SRC2 inh = inhibition of GAL4-SRC2 driven luciferase reporter, primary screen, SRC2 inhibitor project, cell-based, luminescence; Nuclear receptor coactivator 2 (Homo sapiens), Q15596; HEK293 GAL4-SRC2 luciferase reporter; inhibition, % at 9 µM; hit rate 0.17% among 370,000; AID 651957, 2012;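 active means inhibition above the mean inhibition of all tested compounds plus 3 SD, set per campaign, cut at about 52% in these data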;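 further: 0% = DMSO treated cells and 100% = cells given Gossypol at 36 µM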
TWEAK Fn14 block = inhibitors of TWEAK-Fn14 signaling, primary screen, luciferase reporter cells, uHTS; TWEAK-stimulated Fn14 reporter cells, luciferase luminescence, 8 h; inhibition, % at 10 µM; hit rate 2% among 360,000; in the data active means inhibition above about 50%
SRC1 inh = SRC1 coactivator transcriptional activity inhibitors, primary screen, cell-based, luminescence; Nuclear receptor coactivator 1 (Homo sapiens), Q15788; HEK293 GAL4-SRC1 luciferase reporter; inhibition, % at 3.6 µM; hit rate 0.12% among 360,000; AID 588354, 2011;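 active means inhibition above the campaign mean plus 3 SD, with each screening campaign given its own cutoff, cut at about 60% in these data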;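 further: 0% = DMSO treated cells and 100% = gossypol at 36 µM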
SRC3 inh = SRC3 coactivator transcriptional activity inhibitors, primary screen, cell-based, luminescence; Nuclear receptor coactivator 3 (Homo sapiens), Q9Y6Q9; HEK293 GAL4-SRC3 luciferase reporter; inhibition, % at 3.6 µM; hit rate 0.17% among 360,000;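 active means inhibition above a per-campaign cutoff, the mean of all compounds plus 3 SD, cut at about 60% in these data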;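 further: 0% = DMSO-treated cells and 100% = gossypol-treated cells at 36 µM; higher means less SRC3-driven luciferase light from the GAL4 reporter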
LMP1 NFkB inh = EBV LMP1-driven NF-kappaB luciferase reporter inhibitors, primary screen, cell-based, luminescence, single point | LMP1-induced NF-kappaB luciferase reporter cells | inhibition, % at 12.5 µM | hit rate 0.69% among 350,000 | AID 504558, 2011; in the data active means inhibition above about 41%;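 further: 0% = neutral control wells and 100% = reference inhibitor control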
KKLEB cytotox = cytotoxicity in KKLEB CF airway cells, primary screen, cytotoxicity control for CF NF-kB inhibitor project, cell-based, uHTS, fluorescence assay plates. hit rate 0.36% among 360,000. KKLEB CF airway cells viability, ATPlite luminescence, overnight; hits give low values; cells stimulated with P. aeruginosa culture filtrate. activity change (cytotoxicity), % at 5 µM. AID 602141, 2011;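 active means corrected activity change at or below -50% at 5 µM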
* marks the source's active call; other numbers are inactive results; nt = not tested or not shown.

nr	compound	TWEAK Fn14 block	KKLEB cytotox	COUP-TFII inh	CF NFkB block	SRC1 inh	LMP1 NFkB inh	LRH-1 inv ag	TRAIL sens C8	TROY signal inh	SRC2 inh	SRC3 inh
1	COc1ccc(Cl)cc1NS(=O)(=O)c1cccc(C(=O)NC2CC2)c1	6	-9	10	-15	-5	-5	3	-6	6	9	23
2	O=C(Cc1cccs1)N1CCN(C(=O)C2CCCO2)CC1 (stereo not drawn)	-5	3	1	1	8	0	10	-3	-4	-14	0
3	COc1ccc(C(=O)NC2CCN(S(=O)(=O)c3ccccc3)CC2)cc1	2	-3	2	1	-25	-4	1	-3	10	8	-8
4	CCN(CC)CCCNC(=O)C1c2ccccc2C(=O)N(CCOC)C1c1ccc(F)cc1 (stereo not drawn)	-4	4	12	-6	1	-2	-12	-3	11	-11	4
5	CCOC(=O)C1=C(N)N(c2ccccc2Oc2ccccc2)C(=O)C1	6	5	0	0	-5	3	-6	-7	18	-3	-6
6	Cc1cc(OCc2cc(C(=O)NCc3csc(C(C)C)n3)no2)cc(C)c1Cl	4	-13	-1	0	7	2	-13	10	15	11	4
7	Cc1csc(NC(=O)CSC2=NS(=O)(=O)c3ccccc3N2)n1	10	9	3	16	-2	-10	-4	-7	-5	-21	-2
8	Cc1ccccc1Cn1nc(C)c(NC(=O)c2noc3c2CC(C(C)(C)C)CC3)c1C (stereo not drawn)	-10	-8	1	15	-27	15	-17	6	32	0	18
9	COc1cccc(NC(=O)CN(C)CC(=O)Nc2ccc(Cl)cc2[N+](=O)[O-])c1	42	-17	1	45	26	1	-10	3	42	7	22
10	NNC(=O)/C(=C\c1cccs1)NC(=O)c1ccccc1	8	8	8	0	-29	3	-26	4	6	3	-3
11	CC(C)CNC(=O)CN1C(=O)NC2(CCCc3ccccc32)C1=O (stereo not drawn)	-1	2	-24	-25	-5	-10	-2	3	-11	-15	-16
12	CCC1=Nc2cc(C(=O)NCc3ccco3)ccc2Sc2ccccc21	20	-1	8	10	-10	6	11	-37	12	-2	-8
13	CCN(C[C@H]1N[C@@](C)(C(=O)OC)[C@H]2C(=O)N(C)C(=O)[C@@H]12)C(=O)Nc1ccc(OC)cc1	-6	5	-8	7	-26	-5	2	-7	-28	-30	-7
14	COc1cc(S(=O)(=O)N2CCOCC2)ccc1NC(=O)CSc1nnc(N)s1	1	-4	7	-5	7	-5	-4	2	6	14	16
15	S=C(NC1CCCCCC1)NC1CCCC1	10	4	-3	18	0	-11	-4	-2	11	-22	-3
16	NS(=O)(=O)c1ccc(CCNC(=O)c2cc(-c3cc(Cl)ccc3O)n[nH]2)cc1	-24	6	-20	8	7	-3	17	-25	2	4	-4
17	COc1ccc(/C=C2\SC(=S)N(CC(=O)NC3CCS(=O)(=O)C3)C2=O)cc1 (stereo not drawn)	-43	19	11	-32	-27	8	10	-12	-47	5	5
18	Cc1ccccc1Nc1nc(N)nc(COC(=O)[C@@H](NC(=O)c2ccco2)C(C)C)n1	-23	-10	-10	4	-5	-3	-35	-1	8	-37	-17
19	COC(=O)c1[nH]c2cccc(C)c2c1NC(=O)CN1CCN(C(=O)c2ccco2)CC1	-3	-34	-5	0	-4	-10	-4	13	-5	5	-18
20	CCOCCOCCC(C(=O)OCC)P(=O)(c1ccccc1)c1ccccc1 (stereo not drawn)	-2	12	23	3	-11	-4	3	7	21	-3	11
21	COC(=O)c1ccc(Oc2nc(NC(C)C)nc(NC(C)C)n2)cc1	9	-2	8	-3	-4	4	8	4	22	5	9
22	O=C(Oc1ccc(C(=S)N2CCOCC2)cc1)c1cccc([N+](=O)[O-])c1	-7	-7	-1	-2	11	-6	-10	-1	-4	-11	-4
23	COc1ccccc1NC(=O)C1=C(C)Nc2ncnn2C1c1cccs1 (stereo not drawn)	35	-11	-5	-3	4	-4	-7	-13	-5	13	-1
24	O=C(NCC(=O)N(c1cccnc1)C(C(=O)NCc1ccco1)c1ccccc1)c1ccco1 (stereo not drawn)	1	-5	2	1	3	-6	2	-1	-2	-5	-15
25	CC(C)(C)C(=O)/C=C1\SCC(=O)N1CC(=O)N1CCN(c2ccccc2)CC1	6	-27	-13	17	-16	3	22	13	1	-6	8
26	C=CCOc1ccc(/C(O)=C2\C(=O)C(=O)N(CCOC)C2c2cccnc2)cc1 (stereo not drawn)	16	-6	1	4	4	-17	5	-7	-3	-1	-3
27	O=C1CCCC2=C1C(c1ccncc1)Nc1ccccc1N2 (stereo not drawn)	13	5	12	2	-59	-2	-14	0	-2	-33	-4
28	CCn1cc(-c2ccccc2)c(C(=O)O)c1-c1ccc(OC)cc1	-13	6	-1	8	-17	5	-11	28	6	2	3
29	COc1ccc(CNC(=O)CCNC(=O)c2ccc(C(C)(C)C)cc2)cc1OC	-13	1	-8	-5	-9	-6	-14	-5	2	2	-1
30	CCCCn1c(-c2csc3c2CCC(C)C3)n[nH]c1=S (stereo not drawn)	1	0	23	-10	2	-4	5	26	20	13	4
31	NS(=O)(=O)c1ccc(NC(=O)CCc2ccccc2)cc1	2	-2	7	-5	17	-2	-4	-10	6	12	-15
32	O=C(CCC(=O)N(CC(=O)NC1CCCC1)Cc1ccc2c(c1)OCO2)Nc1ccccn1	-1	-1	12	13	9	7	8	-5	-18	5	14
33	Cc1cccc(OCC(=O)Nc2ccc(S(=O)(=O)N3CCCC3)cc2)c1	9	4	20	-1	-19	0	2	4	5	5	-8
34	CCCCn1c2ccc(F)cc2c2nnc(SCCN3CCCCC3)nc21	-5	-3	1	-21	-20	-21	2	4	-6	4	-4
35	CCn1cc(Cl)c(C(=O)Nc2c(C)nn(Cc3c(F)c(F)c(F)c(F)c3F)c2C)n1	4	13	-10	12	-10	8	11	-7	3	31	4
36	CCOC(=O)CC(=O)CSCC(=O)Nc1ccc(C)cc1	7	6	-12	-4	-22	-2	-33	-14	-15	-4	-6
37	COCCNC(=O)CSc1nc2ccccc2c(=O)n1CC1CCCO1 (stereo not drawn)	3	6	-7	5	-4	9	12	-19	-1	-9	-11
38	CCOc1ccc(/C(O)=C2/C(=O)C(=O)N(c3ncccn3)C2c2ccccc2)cc1 (stereo not drawn)	2	-15	-2	22	4	-4	-47	-4	2	-21	-10
39	CCC12CN3CC(CC)(CN(C1)C31C(=O)N(C)c3ccc(C)cc31)C2=O (stereo not drawn)	-1	-3	6	9	-6	-3	12	14	15	-22	-3
40	COc1ccc2c(c1)N(C)/C(=C1/SC(=NCc3ccccc3)N(c3ccccc3)C1=O)S2	3	-2	-21	2	13	7	-12	-2	nt	-23	-12
41	COC(=O)c1sc(N2C(=O)c3oc4ccccc4c(=O)c3C2c2cccc(O)c2)nc1C (stereo not drawn)	-6	-1	-11	0	21	-1	-7	1	17	-12	9
42	COc1cccc(CNC(=O)Cn2cccc2)c1	-13	-1	7	10	-3	-6	-6	-8	-6	-2	-6
43	COC(=O)CCn1nc(-c2ccc(C)cc2)c2ccccc2c1=O	23	-4	5	15	-6	-7	-6	-2	11	-16	-5
44	CN(CC1CCOCC1)C(=O)CC1C(=O)NCCN1Cc1cccc(F)c1 (stereo not drawn)	-9	-3	10	16	0	-5	-2	21	-1	-8	8
45	COc1ccc(N2CCN(C(CNC(=O)C(C)(C)C)c3cccnc3)CC2)cc1 (stereo not drawn)	3	4	1	6	-19	4	-5	-3	1	-9	-29
46	CCN(CC1CCCN(CCc2cccc(F)c2)C1)C(=O)c1cc2ccccc2o1 (stereo not drawn)	4	3	13	2	-16	3	8	20	-6	-13	-2
47	CCc1c(O)nc(SCC(=O)N2CCOCC2)n(-c2ccccc2)c1=O	-5	10	-6	-9	-74	3	-7	-11	-18	-6	-8
48	O=C(Oc1ccc(/C=N/NC(=O)c2ccccn2)cc1)c1cccc(Br)c1	6	2	-47	-24	-28	-23	-35	10	-15	-62	-22
49	O=C(Cn1cnc2c(nnn2Cc2ccccc2)c1=O)c1ccc(Cl)cc1	-5	-6	-8	8	-15	3	-8	15	-12	-23	0
50	CCC(C(=O)OCC(=O)Nc1cc(Cl)ccc1Cl)c1ccccc1 (stereo not drawn)	-34	-2	9	12	-1	3	-1	-3	-26	-7	4
51	CN(Cc1ccccc1)C(=O)COC(=O)c1ccc(S(=O)(=O)N(C)C)cc1	-21	9	11	21	-82	10	9	-8	-6	3	6
52	CCCCc1nccn1CCn1ccnc1CCCC	1	-15	3	2	-2	-1	-11	-11	-6	-44	-13
53	CCOc1cc(-c2c(C#N)c(=O)[nH]c3c2c(C)nn3-c2ccc(F)cc2)ccc1O	19	-3	8	7	4	-6	3	-3	17	-18	7
54	Cc1ccc(-c2nnnn2-c2ccccc2C(=O)O)cc1	13	-5	4	-5	6	-6	-6	-13	-19	-12	-20
55	COc1ccc(OC)c(C(=O)/C=C/c2cccnc2)c1	27	-14	13	23	-1	13	15	20	-16	27	21
56	Cc1cc(C(=O)N2CCN(S(=O)(=O)c3ccc(C)c(C)c3)CC2)no1	-2	-4	10	11	13	3	6	10	3	17	0

The results go on.
nr	compound	TWEAK Fn14 block	KKLEB cytotox	COUP-TFII inh	CF NFkB block	SRC1 inh	LMP1 NFkB inh	LRH-1 inv ag	TRAIL sens C8	TROY signal inh	SRC2 inh	SRC3 inh
57	COc1ccc(NC(=O)CSc2nc3sc(C)c(C)c3c(=O)n2Cc2ccco2)cc1	-16	-32	nt	17	8	4	6	-5	-17	nt	11
58	CC1CC(C)(C)N2C(=O)C3(Nc4ccccc4S3)c3cccc1c32 (stereo not drawn)	27	0	nt	16	-4	-1	-1	16	17	nt	19
59	Cc1nc2ccccn2c1-c1csc(Nc2cccc(O)c2)n1	36	0	9	3	11	0	31	12	7	18	15
60	NC(=O)c1cc(S(=O)(=O)Nc2ccccc2)cs1	18	9	9	-11	8	8	11	-5	2	-13	-2
61	OCCN1CCN(CC/C=C2/c3ccccc3CSc3ccccc32)CC1	21	-5	-2	9	11	nt	-4	1	-24	-24	9
62	O=C(CSc1ncccc1C(=O)O)NC12CC3CC(CC(C3)C1)C2	12	-8	-26	-14	10	-5	-12	-10	-16	11	11
63	CCOc1cc2[nH]c(=O)n(CC3CCC(C(=O)NCCC(C)C)CC3)c(=O)c2cc1OCC (stereo not drawn)	-52	8	10	-13	0	-4	16	-8	7	3	7
64	COc1ccc(N2CCN(S(=O)(=O)c3c(C(=O)N4CCOCC4)c(C)n(C)c3C)CC2)cc1	17	14	10	-15	-4	-4	-1	3	-11	-19	-2

Rows were taken by chance. About 4.2% of those tested had a hit in this group.
